From PubChem BioAssay
STEP inh: blocks human striatal-enriched tyrosine phosphatase; P54829; recombinant STEP, OMFP fluorogenic substrate, fluorescence; inhibition, % at 20 µM; 360,000 tested, 0.25% active;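 active = inhibition at 20 µM, scaled per plate between control wells, above about 37%, limit read from the data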;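 also: 0% = DMSO with enzyme and substrate and 100% = substrate only without enzyme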
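Test system: STEP tyrosine phosphatase / Reagent: OMFP at 25 µM / Doses: 20 µM, 1% DMSO / Read-out: percent inhibition scaled to no-enzyme and uninhibited-enzyme controls, plate-pattern corrected / Detection: FITC-channel fluorescence of OMFP product / Medium: Bis-Tris buffer pH 6.0, 2.5 mM DTT, 0.005% Tween 20 / Schedule: 20 min at room temperature, dark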
MsrA act: bovine methionine sulfoxide reductase A activation | purified bovine MsrA, absorbance read-out | activation, % at 10.6 µM | 360,000 tested, 0.3% active | AID 602163; in the data active = activation above about 7.5%;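 also: 0% = vehicle and 100% = reference activator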
MsrA inh: inhibits bovine methionine sulfoxide reductase A. purified bovine MsrA, absorbance read-out. 360,000 tested, 0.75% active. AID 651718. inhibition, % at 15.5 µM; in the data active = inhibition above about 4.5%;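 also: 0% = vehicle wells with enzyme and 100% = reference inhibitor wells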
DNMT1 inh: blocks human DNA methyltransferase DNMT1; inhibition (reported as % activation of signal), % at 10 µM; DNMT1 molecular beacon, Hinp1I cleavage, fluorescence; 360,000 tested, 0.83% active; P26358; in the data active = inhibition above about 50%
Target sequence (P26358 504-1616 limits assumed): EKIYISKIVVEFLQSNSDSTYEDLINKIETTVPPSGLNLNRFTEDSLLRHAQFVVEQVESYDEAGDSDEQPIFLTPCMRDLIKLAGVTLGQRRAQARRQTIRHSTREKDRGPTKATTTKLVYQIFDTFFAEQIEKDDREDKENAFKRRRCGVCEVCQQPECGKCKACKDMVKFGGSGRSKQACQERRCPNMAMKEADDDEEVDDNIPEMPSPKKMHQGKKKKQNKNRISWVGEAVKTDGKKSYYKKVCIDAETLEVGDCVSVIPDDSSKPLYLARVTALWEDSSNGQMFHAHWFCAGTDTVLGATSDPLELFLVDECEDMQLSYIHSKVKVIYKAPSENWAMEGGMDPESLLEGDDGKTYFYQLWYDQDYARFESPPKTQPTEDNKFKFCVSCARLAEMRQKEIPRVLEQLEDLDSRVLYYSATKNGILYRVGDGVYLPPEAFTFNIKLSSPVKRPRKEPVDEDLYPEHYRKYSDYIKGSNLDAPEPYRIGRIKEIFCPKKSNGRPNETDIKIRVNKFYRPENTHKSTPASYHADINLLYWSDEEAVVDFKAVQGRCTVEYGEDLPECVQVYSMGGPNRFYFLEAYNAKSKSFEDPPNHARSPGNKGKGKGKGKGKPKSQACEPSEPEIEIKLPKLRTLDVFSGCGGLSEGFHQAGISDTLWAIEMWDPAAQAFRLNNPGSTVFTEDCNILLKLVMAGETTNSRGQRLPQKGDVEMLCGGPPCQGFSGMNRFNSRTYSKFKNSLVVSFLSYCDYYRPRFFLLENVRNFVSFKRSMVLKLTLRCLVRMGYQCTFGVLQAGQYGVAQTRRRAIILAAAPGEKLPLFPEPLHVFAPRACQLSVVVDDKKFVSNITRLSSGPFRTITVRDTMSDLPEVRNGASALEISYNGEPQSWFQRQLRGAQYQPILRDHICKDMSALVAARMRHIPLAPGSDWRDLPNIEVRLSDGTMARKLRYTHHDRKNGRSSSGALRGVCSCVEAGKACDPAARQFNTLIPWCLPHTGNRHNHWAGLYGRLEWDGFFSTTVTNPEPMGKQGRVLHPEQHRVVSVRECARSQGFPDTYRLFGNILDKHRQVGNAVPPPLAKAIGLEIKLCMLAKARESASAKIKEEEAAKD
E coli Lon inh: inhibits E. coli Lon protease. inhibition, % at 7.94 µM. purified E. coli Lon protease, fluorescence polarization. 360,000 tested, 0.42% active. P0A9M0; in the data active = inhibition above about 13%, passing the limit was not always enough;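 also: 0% = enzyme with probe and DMSO and 100% = no enzyme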
NRP1-CendR mod: NRP-1/CendR interaction modulation. AID 602438. inhibition, % at 25 µM. FAM-RPARPAR peptide binding to NRP-1, fluorescence polarization. O14786. 360,000 tested, 0.85% active;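 active = inhibition or corrected inhibition above about 18%, plus a signal ratio from 0.5 to 1.5, limit read from the data, passing the limit was not always enough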; also: strong numbers were not always called active
SUMO1 PPI mod: SUMO1-SIM interaction modulation; P63165; SUMO1 binding to a labelled peptide, TR-FRET, 1 h; inhibition, % at 20 µM; 360,000 tested, 0.33% active; AID 602429; in the data active = inhibition above about 37%
Scp-1 inhibitor: inhibitors of human Scp-1 phosphatase; 340,000 tested, 0.88% active; Recombinant Scp1, phosphopeptide, malachite green phosphate absorbance; inhibition, % at 20 µM; Q9GZU7; AID 493091;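 active = inhibition above about 50% at 20 µM, limit read from the data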;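 also: plate controls were DMSO wells with enzyme for no effect and wells lacking enzyme for full effect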
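Material: truncated SCP-1 phosphatase (76-261aa) / Buffer or medium: 50 mM Tris acetate pH 5.5, 0.005% Tween-20, 10 mM MgCl2 / Compound dosing: one concentration, 20 µM, with 1.0% DMSO / Incubation: 45 min room-temperature reaction, 5 min colour, 30 min stabiliser / Detection: colorimetric free-phosphate detection, absorbance 630 nm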
LMPTP inh: LMPTP (human) inhibition | P24666 | recombinant LMPTP-A, OMFP fluorogenic substrate, fluorescence intensity | inhibition, % at 20 µM | 360,000 tested, 0.22% active;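 active = compounds that cut the enzyme signal by at least half of the control window in the single-dose screen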;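 also: plate controls were DMSO wells with enzyme plus substrate for no effect and substrate without enzyme for full effect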
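Test system – LMPTP-A enzyme · Amount – LMPTP-A at 0.625 nM final in the reaction · Buffer or medium – Bis-Tris pH 6.0, DTT, detergent · Reagent – OMFP 400 µM · Doses – single 20 µM dose · Schedule – reaction 50 min, room temperature, dark · Detection – fluorescence intensity of OMFP turnover product · Evaluation – percent inhibition versus substrate-only and uninhibited controls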
Tb MetRS inh: Trypanosoma brucei MetRS inhibition. inhibition, % at 11.9 µM. purified T. brucei MetRS, ATP depletion, Kinase-Glo luminescence. 360,000 tested, 0.4% active. AID 624268;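 active = inhibition above a per-plate cutoff of the control wells' mean inhibition plus 3 SD, cut at about 5.5% in these data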;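 also: 0% = DMSO wells median and 100% = median of wells with control inhibitor compound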
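Material: parasite MetRS enzyme / Replication: singlicate, one well per compound / Signal: luminescence of leftover ATP / Schedule: 2 h aminoacylation at 25 °C after 15 min preincubation / Medium: HEPES-MgCl2-KCl buffer plus DTT, spermine, BSA, pyrophosphatase / Doses: 11.9 µM single point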
* = called active by the depositor; x = no result given. Compounds were not picked by outcome; 4.3% or so of the library scored in one or more.

Sample of the layout (two entries):
STEP inh	MsrA act	MsrA inh	DNMT1 inh	E coli Lon inh	NRP1-CendR mod	SUMO1 PPI mod	Scp-1 inhibitor	SMILES	LMPTP inh	Tb MetRS inh
6	1	-0.1	4	-16	5	4	-8	O=C1CCN(S(=O)(=O)c2cc(C(F)(F)F)ccc2Cl)CC1	-0.3	0.1
0	-11	0.1	7	0	-2	-3	2	CCCN=Cc1c(CCC)[nH]n(-c2nc3ccccc3s2)c1=O	0.2	-0.9

The list itself, repeating the preview:
STEP inh	MsrA act	MsrA inh	DNMT1 inh	E coli Lon inh	NRP1-CendR mod	SUMO1 PPI mod	Scp-1 inhibitor	SMILES	LMPTP inh	Tb MetRS inh
6	1	-0.1	4	-16	5	4	-8	O=C1CCN(S(=O)(=O)c2cc(C(F)(F)F)ccc2Cl)CC1	-0.3	0.1
0	-11	0.1	7	0	-2	-3	2	CCCN=Cc1c(CCC)[nH]n(-c2nc3ccccc3s2)c1=O	0.2	-0.9
0	-2	-0.8	1	0	-17	0	-11	Cn1c(SCC(=O)NC2CCCC2)nnc1-c1ccc(S(=O)(=O)N2CCOCC2)cc1	0.5	0.3
1	-9	-0.5	-1	1	9	-10	-4	CCc1cccc(Nc2c([N+](=O)[O-])cc(C(=O)N3CC(=O)Nc4ccccc43)cc2[N+](=O)[O-])c1	0.9	0.4
-1	-2	1.9	0	-3	0	-7	-4	CCC(=O)Nc1nnc(-c2cccs2)s1	-0.4	-0.1
1	-2	-0.8	2	6	-6	-1	-15	CCOc1ccc(CSC(=N)N)cc1	0.6	-0.6
-2	-2	0.1	1	2	-9	-2	x	CCC(=O)N1CCCC(C)(C(=O)Nc2ccc(OC)c(F)c2)C1 (stereo not drawn)	0.9	-0.3
45*	-2	0.9	0	-1	-5	-7	38	Cc1ccc(N=C2NC(=O)/C(=C/c3cccnc3)S2)cc1C	9.6	2.3
-4	-15	0.0	1	7	-6	-12	-2	COc1ccc([N+](=O)[O-])cc1NC(=O)COC(=O)c1ccccc1C(=O)c1ccccc1	0.2	-1.4
-2	-1	-0.7	6	2	-13	-6	x	O=C1CN(C(=O)CN2CCN(S(=O)(=O)c3ccccc3F)CC2)c2ccccc2N1	0.1	0.1
-1	-1	-1.3	3	-2	4	1	-15	COc1ccc(N=C2SC(C(N)=O)CC(=O)N2Cc2ccc3c(c2)OCO3)cc1 (stereo not drawn)	0.7	2.7
0	-2	-1.2	-8	8	-1	-3	-2	COc1cccc(-n2cc3c(c2-c2ccccc2)c(=O)n(C)c(=O)n3C)c1	0.1	-1.4

Continued:
STEP inh	MsrA act	MsrA inh	DNMT1 inh	E coli Lon inh	NRP1-CendR mod	SUMO1 PPI mod	Scp-1 inhibitor	SMILES	LMPTP inh	Tb MetRS inh
1	-3	1.7	-1	-8	18	-1	-11	O=C(c1ccco1)N1CCN(CC(=O)N2c3ccccc3CCc3ccccc32)CC1	-4.1	-0.1
4	-3	2.4	3	-2	6	6	-10	N#C/C(=C/c1ccc(O)c([N+](=O)[O-])c1)C(=O)Nc1ccccc1	-3.0	-0.3
-5	-4	-1.3	-2	-8	3	4	-9	C=CCNCCCOc1ccc(Cl)cc1Br	-1.3	1.4
-2	-3	0.0	1	-3	17	3	-3	N#CC1(NC(=O)COC(=O)C2=COCCO2)CCCCC1	-0.8	-0.3
-2	0	0.4	1	-5	2	2	x	CC1(C(=O)NS(=O)(=O)Cc2ccccc2C(F)(F)F)CCN1C(=O)Cc1ccccc1 (stereo not drawn)	-1.0	-0.2
0	-7	-0.2	-16	-2	-6	-3	22	Cc1ccc2ccccc2c1CSc1nc(N)nc2c1ncn2CC(C)C	6.6	-0.5
0	2	-0.8	-6	6	0	1	1	O=C(O)Cn1c(SCc2cccc3ccccc23)nc2ccccc21	0.1	0.1
2	-9	-0.4	-3	-3	2	6	-2	COCCN(Cc1cc2cc3c(cc2nc1Cl)OCO3)C(=O)c1ccc(C)cc1	-1.6	-1.5
1	-3	2.6	-7	3	0	1	-6	CN(C)c1nc(N)c2ncc(=S)[nH]c2n1	-1.1	0.8
-2	-5	0.6	3	3	2	0	-6	CCOC(=O)Nc1ccc2c(c1)N(C(=O)CCN(CC)CC)c1ccccc1S2=O (stereo not drawn)	-1.2	-0.1
2	-2	-1.5	-4	-7	-4	1	-4	COC(=O)c1cc(-n2cccc2)ccc1N1CCOCC1	-1.8	0.3
-1	-6	0.1	0	-3	-7	-4	x	CCN(CC)C(=O)C1=C(C)N(Cc2ccc(F)cc2)C(=O)C(CC(=O)NCCCCc2ccccc2)C1 (stereo not drawn)	0.0	-0.3

The list continues.
STEP inh	MsrA act	MsrA inh	DNMT1 inh	E coli Lon inh	NRP1-CendR mod	SUMO1 PPI mod	Scp-1 inhibitor	SMILES	LMPTP inh	Tb MetRS inh
-1	-6	0.5	4	-5	2	3	x	COc1ccc(CN2CCC[C@]3(N[C@H](c4ccc(OC)cc4)[C@@H]4C(=O)N(C)C(=O)[C@@H]43)C2=O)cc1	0.2	-1.0
-2	-3	-1.2	3	-4	-4	-1	-2	COc1ccc(S(=O)(=O)N2CCN(C(=O)CCNC(=O)c3ccccc3Cl)CC2)cc1	-0.8	-0.3
3	-4	-0.8	-1	-10	-19	5	-10	CC(NC(=O)C(Cc1ccccc1)n1cccc1)c1ccccc1 (stereo not drawn)	0.2	-0.3
-3	-4	0.0	1	0	-15	-2	11	COC(CNC(=O)Cc1c(C)nc2c(-c3ccccc3)c(C)nn2c1C)OC	2.0	-0.7
0	-9	1.4	1	-12	4	-11	-2	CN1CCC(=O)N([C@H](CSc2ccc(Br)cc2)Cc2ccccc2)CC1	1.2	0.2
-1	0	-0.9	3	8	24*	6	-2	O=C(Nc1cccc(F)c1)NC1(C(=O)N2CCC(O)CC2)CCCCC1	-1.0	-0.6
-1	-2	2.9	6	7	-11	2	-6	C=CCSc1nnc(NC(=O)c2cccc(S(=O)(=O)N3CCOCC3)c2)s1	0.4	-0.4
1	-3	0.0	1	1	-5	0	-5	CC(=O)c1c(C)[nH]c(C)c1C(C)=O	0.2	0.0
1	-1	-1.1	0	-4	7	26	5	N#CCc1nn(Cc2ccc(F)cc2)c(=O)c2ccccc12	1.7	-1.1
-1	1	0.2	0	3	-2	-12	-2	CC(C)Oc1cc2ccccc2cc1CNC[C@H]1O[C@@H](n2cnc3c(N)ncnc32)[C@H](O)[C@@H]1O	-1.1	0.2
3	-4	-0.5	-8	-11	2	0	-10	COc1ccc(NC(=O)CN(C)C(=O)Cc2ccc3c(c2)CCC3)cc1	1.5	-0.2
-4	-6	0.4	1	9	2	5	-2	C=CCCC(=O)N1CCC(Oc2cccc(C(=O)NCc3ccccn3)c2)CC1	-1.5	-0.5

Carrying on:
STEP inh	MsrA act	MsrA inh	DNMT1 inh	E coli Lon inh	NRP1-CendR mod	SUMO1 PPI mod	Scp-1 inhibitor	SMILES	LMPTP inh	Tb MetRS inh
1	-3	-0.9	-8	-4	4	3	-13	N#CCC(=O)N/N=C\c1cc(Br)ccc1OC/C=C/c1ccccc1	2.2	0.8
0	-4	2.1	1	2	11	-25	-8	N#CCCN(C(=O)COC(=O)/C=C/c1cccs1)c1ccccc1	-0.5	0.4
-2	3	1.9	4	5	5	-6	-12	C=CCOc1ccccc1/C=N/NC(=O)Cc1ccccc1	-1.6	-0.5
-1	-7	2.8	-3	-6	1	1	-8	O=C1CN(C(=O)c2ccco2)c2ccccc2N1	-1.3	-0.5
-4	3	-1.3	-1	2	12	4	-7	O=C(Cn1nnc(-c2ccccc2)n1)NC(=O)NC1CCCC1	-1.1	-0.1
1	-3	1.7	-10	5	10	-3	-9	CNc1nc2ccccc2n1/N=C/c1cccc(OC)c1OC	7.1	-0.5
-4	-3	-0.9	13	-2	-2	-27	-9	COC(=O)c1sc(NC(=O)CSc2nc3cccnc3n2C)nc1C	-0.1	0.1
-1	-3	1.1	4	-12	3	1	x	COc1ccc(C2NC(=O)NC(C)=C2C(=O)OC2CCCCC2)cc1 (stereo not drawn)	-0.7	-0.2
-3	-5	1.7	1	1	-11	-19	-7	COc1cccc(CNc2ccc([N+](=O)[O-])cc2C)c1	2.4	-0.4
0	-1	-0.1	0	-2	4	1	0	CCOC(=O)C1(C(F)(F)F)N=C(c2cccnc2)OC(N2CCCCC2)=N1 (stereo not drawn)	-0.4	-0.5
-4	-5	0.5	-1	3	13	-2	-10	Cc1ccccc1OCc1nnc2c3cnn(C)c3ncn12	-1.6	-0.2
2	-8	0.0	-1	-8	-2	0	-5	COc1ccccc1N1CCN(C(=S)Nc2ccc(S(=O)(=O)N3CCOCC3)cc2)CC1	-1.1	-0.5

Going on with the list.
STEP inh	MsrA act	MsrA inh	DNMT1 inh	E coli Lon inh	NRP1-CendR mod	SUMO1 PPI mod	Scp-1 inhibitor	SMILES	LMPTP inh	Tb MetRS inh
-3	-1	-2.3	2	5	-4	6	-7	Cc1ccc(CNS(=O)(=O)c2ccc3oc(C(=O)O)c(C)c3c2)cc1	-0.5	1.6
-38	-5	3.5	26	197*	138	-34	x	C[C@H](O)[C@@H]1CN2CCc3c([nH]c4ccccc34)[C@@H]2C[C@@H]1N(C)C(=S)NCCc1ccccc1	2.7	7.8*
-3	-2	0.3	-8	5	-13	-2	-5	O=C(c1ccc(Nc2cccc(C(F)(F)F)c2)nc1)N1CCCC1	-1.2	0.5
-2	-2	-0.6	0	-1	-6	10	-7	CN1CCN(C(=O)CN2C(=O)COc3ccc(S(=O)(=O)N4CCOCC4)cc32)CC1	-1.9	0.6
-2	-11	-1.0	3	-6	0	-4	-2	CC(C)CC(=O)NCC(C)NC(=O)CC(C)C (stereo not drawn)	-0.4	-0.6
2	-3	-0.1	13	2	9	6	-19	Cc1nc(NCCc2ccccc2)c2nnn(Cc3ccccc3Cl)c2n1	0.3	1.9
0	-1	-0.3	0	3	-1	-2	-3	CCOC(=O)NC(=O)c1cn(C(CC)CO)c(=O)[nH]c1=O (stereo not drawn)	-0.7	-0.4
2	-5	-0.6	-1	5	23	1	-6	COCCNC(=O)COc1cccc2c1OC(C)(C)C2	-0.7	-0.9
10	-1	1.0	-1	-4	13	-2	9	COc1ccccc1NC(=S)Nc1ccccc1F	-0.2	-0.1
-2	-5	0.3	-7	4	8	2	-4	CCN(CC(=O)Nc1ccc2c(c1)OCCO2)C(=O)c1ccc(CS(C)(=O)=O)cc1	-0.5	-0.3
-5	-13	2.0	9	6	-43	-46	8	O=C(N=c1ccn(-c2nc3ccccc3nc2NS(=O)(=O)c2ccccc2)cc1)c1cccs1	16	-1.3
-1	-5	0.9	4	-5	-4	0	-10	COc1ccc(CNC(=O)CN(C)S(=O)(=O)c2ccc3c(c2)OCCO3)cc1OC	-1.7	-0.2
2	-3	3.2	3	2	14	-30	-5	CCCc1cc(C(=O)Nc2ccc(OC)cc2[N+](=O)[O-])cs1	2.3	-0.3
